ALOX12 inh: blocks human arachidonate 12S-lipoxygenase; P18054; purified 12hLO, xylenol orange hydroperoxide absorbance; Potency, µM (highest dose often 108 µM), for inactives: at the top dose activity change, negative = inhibition, hits mostly inhibitors; 1.1% of 580,000 active; AID 1671190; also: % is scaled to controls: 0 for no effect and ±100 for the full control effect
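Hydroperoxide product was detected by ferrous iron/xylenol orange as the 573 to 405 nm absorbance ratio. Arachidonic acid at 40 uM (final) was turned over for 30 min at room temperature by 150 nM human 12hLO, pH 7.0 Hepes buffer, after 15 min compound preincubation.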
Tb PGK inh: inhibitors of T. brucei phosphoglycerate kinase. 0.043% of 380,000 active. Potency, µM (doses to about 57.5 µM), inactives show at the highest dose activity change, negative = inhibition, most hits filed as inhibitors. P07378. PGK/GAPDH coupled, Kinase-Glo luminescence, 60 min; also: % is scaled to controls: 0 for no effect and ±100 for the full control effect; nearly all actives have a fitted effect of over 60% in size
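Luminescent ATP detection (Kinase-Glo Plus) follows a 60-minute room-temperature incubation, with wells lacking PGK as controls. Buffer: 100 mM TEA (pH 7.6), 5 mM MgCl2, 0.01% Tween-20. Coupling enzyme GAPDH (100 nM final) supplies unstable 1,3-BPG in-well.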
GLS inh: glutaminase GLS (human) inhibition; Potency, µM (highest dose often 45.5 µM), for inactives: at the top dose activity change, negative = inhibition, actives largely listed as inhibitors; 0.21% of 410,000 active; AID 624170; GLS enzymatic activity, qHTS titration; also: % is scaled to controls: 0 for no effect and ±100 for the full control effect
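Coupled fluorescence readout: glutamate oxidase/HRP/Amplex Red detect glutamate formed by hKGA from L-glutamine (1 mM solution added). Buffer 45 mM KH2PO4 pH 8.2, 0.02% Tween-20; reads at t0 and 30 min RT.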
HP1b chromo inh: blocks HP1-beta chromodomain binding to methylated histone tails. Potency, µM (highest dose often 114 µM), for inactives: at the top dose activity change, negative = inhibition, actives largely listed as inhibitors. AID 540317. AlphaScreen HP1-beta / biotin-H3K9me3 peptide binding. P83916. 0.56% of 390,000 active; also: nearly all actives have a fitted effect of over 70% in size; inactives centre near 23
Target sequence (P83916 whole entry, looked up): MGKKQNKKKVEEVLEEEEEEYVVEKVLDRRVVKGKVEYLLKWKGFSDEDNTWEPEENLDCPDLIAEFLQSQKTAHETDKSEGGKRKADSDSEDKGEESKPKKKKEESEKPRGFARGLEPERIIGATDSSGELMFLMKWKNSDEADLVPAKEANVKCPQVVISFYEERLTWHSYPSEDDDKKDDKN
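AlphaScreen: HP1-beta (50 nM) preformed 30 min with biotin-H3(1-18)K9me3 peptide (50 nM) in PBS pH 7.4, 0.01% Tween-20. Compound added for 30 min at RT, then streptavidin donor/nickel chelate acceptor beads (10 ug/mL) for 30 min.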
Pin1 inh: blocks the human prolyl isomerase Pin1 | Q13526 | Pin1 FP peptide displacement, HiFluor488, 10 min | Potency, µM (titrated, usually from 115 µM), inactives show at the highest dose activity, negative = inhibition, actives largely listed as inhibitors | 0.009% of 390,000 active; active = well fitted inhibition curve with a large enough effect in the polarisation, with a control signal flat, not every such curve was filed as active; inconclusive = small, poorly fitted or top-dose-only effect, or effect the other way, or a change in a side signal; inactive = no such curve, though single readings can be large or run the other way; the % refers to the polarisation; also: % is scaled to controls: 0 for no effect and ±100 for the full control effect
Target sequence (Q13526 whole entry, looked up): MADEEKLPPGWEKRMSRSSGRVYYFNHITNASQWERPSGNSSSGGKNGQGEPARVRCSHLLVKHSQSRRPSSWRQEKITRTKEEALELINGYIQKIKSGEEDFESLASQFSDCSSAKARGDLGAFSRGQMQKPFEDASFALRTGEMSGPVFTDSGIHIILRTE
ERG Ets-DNA blk: inhibitors of human ERG Ets domain-DNA interaction | P11308 | fluorescence polarization, His-ERG Ets domain / labelled DNA | Potency, µM (series often up to 76.9 µM), inactives show at the top dose FP activity, negative = inhibition, actives largely listed as inhibitors | 0.028% of 370,000 active; active = well fitted inhibition curve with a large enough effect in the polarisation, with a control signal flat; inconclusive = small, poorly fitted or top-dose-only effect, or effect the other way, or a change in a side signal; inactive = no such curve, though single readings can be large or run the other way; the % refers to the polarisation;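 also: polarization taken with two DNA probes labelled with fluorescein and Texas red; % of control where 0% means no effect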
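His-tagged ERG Ets domain (1 uM in the protein solution; 300mM KCl, 50mM Tris-HCl, 1mM EDTA, 1mM DTT, pH 7.5) received compound, then a probe mix of 5 nM fluorescein-DNA and 100nM Texas-615-DNA. Fluorescence polarization was read for both dyes.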
rTrxR1 inhibitor: inhibitors of rat thioredoxin reductase 1. 1% of 390,000 active. recombinant rTrxR1, NADPH fluorescence consumption, selenite substrate. O89049. AID 588453. Potency, µM (titrated, usually from 114 µM), for the others: at the highest dose activity change, negative = inhibition, usual class: inhibitors; also: % is scaled to controls: 0 for no effect and ±100 for the full control effect; nearly all actives have a fitted effect of over 65% in size
Target sequence (O89049 whole entry, looked up): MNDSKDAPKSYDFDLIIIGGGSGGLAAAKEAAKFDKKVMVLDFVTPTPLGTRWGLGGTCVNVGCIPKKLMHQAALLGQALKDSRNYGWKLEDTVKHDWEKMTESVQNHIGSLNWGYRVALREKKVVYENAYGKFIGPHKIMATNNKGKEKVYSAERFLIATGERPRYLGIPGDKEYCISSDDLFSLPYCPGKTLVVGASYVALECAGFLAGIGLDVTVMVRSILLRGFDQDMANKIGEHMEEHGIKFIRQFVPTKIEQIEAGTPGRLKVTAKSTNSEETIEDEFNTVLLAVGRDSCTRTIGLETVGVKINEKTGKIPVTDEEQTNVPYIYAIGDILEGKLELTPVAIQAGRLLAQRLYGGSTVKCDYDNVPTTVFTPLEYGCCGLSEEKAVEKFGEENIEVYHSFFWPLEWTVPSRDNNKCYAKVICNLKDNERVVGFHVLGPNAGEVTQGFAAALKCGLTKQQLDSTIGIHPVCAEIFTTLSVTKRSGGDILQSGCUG
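Rat TrxR1 (90 nM in the dispensed reagent) was pre-reduced with 400 uM NADPH for 5 min at room temperature, then incubated with compound for 15 min. After 400 uM selenite was added, NADPH fluorescence (Ex 340/Em 450 nm) was followed for 8 min.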
RGS4 inh: blocks human RGS4-accelerated GTP hydrolysis; P49798; Transcreener GDP fluorescence polarization, RGS4-accelerated GTP hydrolysis; Potency, µM (doses to about 114 µM), for the others: at the top dose activity change, negative = inhibition, hits mostly inhibitors; 0.039% of 390,000 active; AID 504845; also: % is scaled to controls: 0 for no effect and ±100 for the full control effect; nearly all actives have a fitted effect of over 75% in size; some results filed as inactive show a strong effect at the top dose
Target sequence (P49798 whole entry, looked up): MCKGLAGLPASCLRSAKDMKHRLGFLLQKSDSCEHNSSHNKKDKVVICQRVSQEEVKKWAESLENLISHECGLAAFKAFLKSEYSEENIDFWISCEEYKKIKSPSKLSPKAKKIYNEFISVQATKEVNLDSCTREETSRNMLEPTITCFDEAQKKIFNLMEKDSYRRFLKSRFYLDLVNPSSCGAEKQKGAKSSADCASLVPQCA
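MLSMR compounds (23 nl, pin-transferred) preincubated 10 min at room temperature with a 500nM (2x) first reagent, then RGS4 at 900nM (2x) plus Transcreener GDP mix added; fluorescence polarization (620/688 nm) read before and after 90 min at 30 °C.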
JMJD2A Tudor: blocks the human JMJD2A Tudor domain; O75164; AlphaScreen JMJD2A-Tudor / H3K4me3 peptide binding; Potency, µM (doses to about 114 µM), for the others: top-dose activity change, negative = inhibition, actives largely listed as inhibitors; 4.4% of 390,000 active; also: % is scaled to controls: 0 for no effect and ±100 for the full control effect; nearly all actives have a fitted effect of over 50% in size
* hit, by the source's call; i = inactive; ? = inconclusive; nt = not tested or not shown; & = joins results of further samples; [ ] = another dose, or the depositor's remark. Unless noted, calls follow the shape of the dose curve; as a rule, active = well fitted curve in the direction sought with a large enough effect; inconclusive = small, poorly fitted or top-dose-only effect, or another doubt; inactive = no such curve, though single readings can be large; an effect the other way counts as inactive or inconclusive. Potency is read from the fitted curve at half-maximal effect. A portion of the library; count on the stated rates, not on these rows.

Results follow in this order: Tb PGK inh | ALOX12 inh | JMJD2A Tudor | rTrxR1 inhibitor | GLS inh | HP1b chromo inh | Pin1 inh | RGS4 inh | ERG Ets-DNA blk
- CCOc1ncccc1C(=O)OCc1ccccc1
    -11% | 3% | 65%[activator] | 30% | -5% | 104%[activator] | 0% | -3% | 4%
- CN(Cc1ccccc1)c1ccc2nnc(-c3ccccc3)n2n1
    -5% | ? | -17% | 19% | 1% | 31% | 0% | 12% | 3%
- Cc1ccc(S(=O)(=O)N2CCOCC2)cc1C(=O)Nc1ccccn1
    1% | -17% | -17% | -5% | 2% | 10% | -3% | 16% | 3%
- COc1ccc(Nc2nc3ccc(C)cc3nc2-n2nc(C)cc2C)cc1Cl
    -19% | 2% | 81%[activator] | 19% | -2% | 132%[activator] | -9% | 1% | -2%
- Cc1cccc(C)c1OCCn1c(C2CC(=O)N(c3cccc(Cl)c3)C2)nc2ccccc21 (configuration not stated)
    -5% | -19% | -21% | 21% | 9% | 21% | 28% | 6% | -2%
- Cc1cc2c(c(=O)o1)C1(C(=O)N(C)c3ccccc31)C(C#N)=C(N)O2 (configuration not stated)
    -5% | 0% | -5% | 4% | -14% | 41%[activator] | -1% | 9% | -2%
- Cc1nn(C)cc1C(C(=O)NC1CCCCC1)N(CCc1ccccc1)C(=O)c1cnccn1 (configuration not stated)
    -1% | -3% | 3% | 12% | -3% | 58%[activator] | -3% | 3% | 2%
- O=C(NNC(=O)c1c(F)cccc1F)c1ccccc1-n1cccc1
    -2% | 13% | -14% | 8% | 19% | 29% | -1% | 6% | 2%
- CC1CCN(CCCCOc2ccc(F)cc2)CC1
    2% | nt | 3.2µM* | 9% | 3% | ? | -5% | 20% | 6%
- COc1ccc2c(Cl)c(C(=O)N/N=C/c3ccncc3)sc2c1
    -1% | -8% | -16% | 18% | 3% | 29% | 12% | ? | 2%
- Cc1cccc(NC(=S)N2CCN(C(=O)c3ccco3)CC2)c1
    -23% | 160%[activator] | -2% | 3% | 17% | 34% | 5% | -11% | -2%
- Cc1cc(C)nc(/N=C2\NC(=O)CC(C(=O)O)N2c2ccc(Cl)cc2)n1 (configuration not stated)
    -1% | 0%&2% | -4% | 11% | 3% | 28% | 5% | -11% | -6%
- COc1ccc(CCNCc2cc3ccc(C)cc3[nH]c2=O)cc1OC
    -5% | -8% | -12% | 11% | 6% | 22% | -4% | 38% | -17%
- COc1ccc(NC2CCCN(C(=O)c3ccncc3)C2)cc1 (configuration not stated)
    1% | 3% | -10% | 4% | 8% | 36% | 3% | 30% | -14%
- COc1cc(C=O)ccc1OCc1ccccc1Br
    -7% | -2% | 73%[activator] | -18% | 14% | 150%[activator] | 1% | -12% | nt
- COc1ccc(C(=O)CCN2CCCCCC2)cc1
    i | -28% | -8% | 0.79µM* | 11% | 25% | 5% | ? | -4%
- Cc1ccc(C(=O)Nc2cccc(C(F)(F)F)c2)cc1NC(=O)c1[nH]cnc1C(N)=O
    i | 5% | -14% | 19%[57.1 µM] | 1% | 31% | 6% | 3% | 13%
- Cc1ccc(N(O)C(=O)OCCNC(=O)Nc2ccccc2)cc1
    -9% | -5% | -5% | 5% | 13% | 43%[activator] | -13% | -29% | -12%
- Cc1ccc2c(CNCc3cccc(Cl)c3)c(C(=O)O)n(Cc3ccc(F)cc3Cl)c2c1
    3% | -20% | -28% | 25% | 14% | 11% | 48%[activator] | 9% | -2%
- COc1cc(C(=O)NNC(=O)COc2cccc(F)c2)ccc1OCC(=O)N1CCOCC1
    -3% | -9% | -1% | -17% | 7% | 24% | 1% | 21% | 1%
- N#CC1=C(SCc2ccc(C#N)cc2)N=C(N)C(c2nc(-c3ccccc3)cs2)C12CCCCC2 (configuration not stated)
    -11% | 9% | -24% | 25%[57.1 µM] | 1% | 7% | ? | -5% | -5%
- Cc1ccc(C(c2sc3nc(C)nn3c2O)N2CCN(C(=O)c3ccco3)CC2)cc1 (configuration not stated)
    -1% | 2% | -13% | 11% | -13% | 19% | -5% | -30% | nt
- O=P(O)(CCc1ccccc1)C(O)c1ccccc1 (configuration not stated)
    -6% | ? | 15%[11.4 µM] | 17% | -24% | 61%[activator] | -4% | 23%[11.4 µM] | 8%
- CCCCNC(=O)c1ccc2c(c1)N(CC)C(=O)CS2
    -2% | 26% | -8% | 7% | -5% | 20% | -10% | -2% | -2%
- O=C(CCC(=O)Nc1ccc(F)cc1)N/N=C/c1cccc(Br)c1
    1% | -18% | -20% | 33% | -13% | -21% | 6% | 13% | -4%
- O=C(Nc1ccc(F)cc1)c1ccc(-n2ccnc2)nc1
    -8% | -7% | -15% | 13% | 15% | 20% | -1% | -4% | -7%
- COc1ccc2c(CC(=O)OCC(=O)Nc3cc(C)c(C)cc3[N+](=O)[O-])coc2c1
    -1% | -2% | ? | -7% | 6% | ? | 0% | -9% | 1%
- O=C(COc1cc2oc(=O)cc(-c3ccccc3)c2cc1Cl)NCCN1CCOCC1
    12% | 0% | -15% | 4% | 0% | 34%[activator] | 0% | 6% | 3%
- CC(=O)Nc1ccc(NC(=O)c2ccc3c(c2)C(=O)N(c2ccccc2C)C3=O)cc1
    6% | -77% | -14% | 9% | 7% | 0% | 7% | 2% | 6%
- Cc1ccc2oc(=O)c(-c3nc(-c4cccs4)no3)cc2c1
    3% | 20%&-11% | -5% | 15% | -5% | 29% | -5% | 8% | 9%

Two of the compounds above, as labelled records.
Cc1ccc2c(CNCc3cccc(Cl)c3)c(C(=O)O)n(Cc3ccc(F)cc3Cl)c2c1
  Tb PGK inh = 3%
  ALOX12 inh = -20%
  JMJD2A Tudor = -28%
  rTrxR1 inhibitor = 25%
  GLS inh = 14%
  HP1b chromo inh = 11%
  Pin1 inh = 48%[activator]
  RGS4 inh = 9%
  ERG Ets-DNA blk = -2%

COc1cc(C(=O)NNC(=O)COc2cccc(F)c2)ccc1OCC(=O)N1CCOCC1
  Tb PGK inh = -3%
  ALOX12 inh = -9%
  JMJD2A Tudor = -1%
  rTrxR1 inhibitor = -17%
  GLS inh = 7%
  HP1b chromo inh = 24%
  Pin1 inh = 1%
  RGS4 inh = 21%
  ERG Ets-DNA blk = 1%

3 records drawn at random from those above:
Results follow in this order: Tb PGK inh | ALOX12 inh | JMJD2A Tudor | rTrxR1 inhibitor | GLS inh | HP1b chromo inh | Pin1 inh | RGS4 inh | ERG Ets-DNA blk
- O=C(CCC(=O)Nc1ccc(F)cc1)N/N=C/c1cccc(Br)c1
    1% | -18% | -20% | 33% | -13% | -21% | 6% | 13% | -4%
- Cc1nn(C)cc1C(C(=O)NC1CCCCC1)N(CCc1ccccc1)C(=O)c1cnccn1 (configuration not stated)
    -1% | -3% | 3% | 12% | -3% | 58%[activator] | -3% | 3% | 2%
- COc1ccc(NC2CCCN(C(=O)c3ccncc3)C2)cc1 (configuration not stated)
    1% | 3% | -10% | 4% | 8% | 36% | 3% | 30% | -14%

Following part.
Results follow in this order: Tb PGK inh | ALOX12 inh | JMJD2A Tudor | rTrxR1 inhibitor | GLS inh | HP1b chromo inh | Pin1 inh | RGS4 inh | ERG Ets-DNA blk
- Cc1ccc(N(C(=O)c2cnccn2)C(C(=O)NC2CCCCC2)c2ccc(O)cc2)cc1 (configuration not stated)
    2% | 5% | 1%[57.1 µM] | 23%[57.1 µM] | 0% | 11% | 15% | -7% | 3%
- S=C(NCc1ccco1)Nc1ccccn1
    -4% | ? | -28% | ? | 0% | 34% | -3% | -21% | -13%
- Cc1cccc(-c2nc(C)c(CCNC(=O)C(=O)Nc3c(C)cc(C)cc3C)s2)c1
    0% | 0% | -4% | 37%[57.1 µM] | -3% | 23%[57 µM] | -1% | 7% | 6%
- CCOC(=O)c1ccc(NC(=O)Cn2ccc([N+](=O)[O-])n2)cc1
    -2% | 24% | -13% | 35% | 2% | 40%[activator] | 6% | -1% | 15%
- Cc1ccc(-n2c(C)c([N+](=O)[O-])c3ccc(O)c(CN(C)C)c32)cc1
    i | 0% | -18% | -13% | 0% | ? | 2% | -35% | -5%
- O=C(Nc1ccc(Cl)cc1)N1CCCC(Cn2cccc2)C1 (configuration not stated)
    -1% | ? | -31% | 31%[57.1 µM] | 2% | -5% | -11% | -37% | 3%
- CCCCC[C@@H]1C=C(C(=O)O)[C@H](c2ccc(Cl)c(Cl)c2)N1S(=O)(=O)c1ccc(C)cc1
    0% | -90% | ? | -17% | 2% | 34% | nt | -3% | 1%
- COc1cccc(NC(=O)CN(C)S(=O)(=O)c2cccs2)c1
    -2% | -21% | -16% | 22% | -2% | 5% | 0% | 15% | 7%
- S=c1[nH]ncn1-c1ccccn1
    -12% | ? | 20µM* | -5%[57.1 µM] | 7% | ? | 4% | -26% | 0%
- CC(Oc1cccc(F)c1)C(=O)/C=C\N(C)C (configuration not stated)
    i | ? | 7% | -7% | -2% | 25% | 4% | -14% | 9%
- COc1ccc(CNC(=O)CSc2ccc(Br)cc2)cc1OC
    0% | 5% | 2% | 4% | 18% | 35% | -5% | -5% | nt
- CCC(c1ccc(O)cc1)C(CC)c1ccc(O)cc1 (configuration not stated)
    -3% | ? | -28% | 34% | 31%[activator] | -5% | -8% | 12% | 13%
- CCOc1ccc(NC(=O)CN2CCCC2c2cccs2)cc1S(=O)(=O)N1CCCC1 (configuration not stated)
    -2% | 0% | -19% | 2% | 1% | 29% | 3% | -4% | 1%
- CCN(CC(=O)NC(C)C)C(=O)[C@H](C)NC(=O)c1ccc(Br)cc1
    i | -4% | -17% | 22% | 0% | 7% | -11% | -13% | 12%
